DENV2 CPE = protects cells from dengue virus 2 cytopathic effect | DENV2-infected cells, cytopathic effect rescue, plate reader | CPE inhibition, % at 9.99 µM | 350,000 compounds, 1.7% hits; in the data active = CPE inhibition above about 20%, passing the limit was not always enough; inconclusive = no clear call, values can overlap the other calls; tested in BHK-21 cells;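 also: 0% = median of neutral control wells and 100% = median of positive control wells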
CFTR F508del cor = CFTR F508del correction in bronchial cells. activity (quench increase), % at 7.58 µM. 350,000 compounds, 0.36% hits. AID 720511. CFBE cells, YFP halide quenching; stimulated with forskolin plus potentiator P3; % fluorescence drop versus neutral controls;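 active = mean added fluorescence quench of at least 8% versus neutral control, with both replicates also reaching 8%; inconclusive = only one of the mean or replicate conditions met; inactive = mean below 8% and not both replicates reaching 8%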;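 also: cells transiently co-express mutant CFTR-F508del with the halide-sensitive YFP; corrector assay measuring rescue of mutant channel to the surface after 24 h compound exposure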
ERp5 block = blocks human ERp5 reductase activity on insulin | Q15084 | ERp5 insulin aggregation, absorbance 650 nm, 90 min | inhibition, % at 9.99 µM | 350,000 compounds, 0.05% hits | AID 651711;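 active = mean replicate inhibition above about 25%, with every replicate also reaching it, limit read from the data, passing the limit was not always enough; inconclusive = only one of those two criteria met; inactive = neither criterion met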
Target sequence (Q15084 whole entry, looked up): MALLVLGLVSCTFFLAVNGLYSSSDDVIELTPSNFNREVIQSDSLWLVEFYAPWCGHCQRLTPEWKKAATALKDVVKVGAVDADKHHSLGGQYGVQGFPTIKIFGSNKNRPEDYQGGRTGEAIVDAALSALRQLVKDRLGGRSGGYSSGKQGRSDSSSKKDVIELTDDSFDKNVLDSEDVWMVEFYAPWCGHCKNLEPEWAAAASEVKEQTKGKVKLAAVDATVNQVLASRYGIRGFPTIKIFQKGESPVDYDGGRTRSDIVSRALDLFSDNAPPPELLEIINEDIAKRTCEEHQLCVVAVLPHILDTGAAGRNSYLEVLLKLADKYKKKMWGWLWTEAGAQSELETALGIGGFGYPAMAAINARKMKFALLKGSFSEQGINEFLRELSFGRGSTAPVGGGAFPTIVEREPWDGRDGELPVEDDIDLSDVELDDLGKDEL
PAX8 inh HTS = inhibitors of PAX8 transcriptional activity in RMG-I cells; AID 652154; 360,000 compounds, 1.2% hits; RMG-I TPO-luciferase reporter, SteadyGlo, 24 h; inhibition, % at 12.6 µM;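 active = mean replicate inhibition at least 60% with every replicate also reaching 60%; inconclusive = only one of the two criteria is met; inactive = mean below 60% and not all replicates reaching 60%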;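 also: luciferase light reporting Pax8 driven TPO promoter activity; plate controls were median of neutral control wells for no effect and mitoxantrone controls for full effect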
EWS-Fli block = EWS/Fli transcriptional activity inhibition. inhibition, % at 12.6 µM. AID 651661. A673 NR0B1-luciferase reporter, viability-normalised. 350,000 compounds, 0.67% hits;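 active = mean inhibition of at least 50% after viability correction, with every replicate also passing that limit; inconclusive = mean reaches 50% but only one of two replicates passes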;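 also: firefly luciferase signal divided by Alamar Blue viability fluorescence both relative to DMSO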
XiGFP reactiv = X-chromosome reactivation activator; XiGFP mouse fibroblasts, % GFP-positive cells imaging, 3 d; cells co-treated with 5-aza-dC sensitizer; scaled so ellipticine positive control = 100%; activation, % at 7.58 µM; 360,000 compounds, 0.055% hits; AID 743238;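 active = mean normalized replicate activation at least 10% and every replicate at or above 10%; inconclusive = only one of the two criteria met; inactive = mean below 10% and not all replicates reach 10%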;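 also: 0% = median of on-plate neutral control wells and 100% = ellipticine 6 µM median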
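Assay system – SV40-immortalized XiGFP fibroblast cells, line 68-5-11 · Buffer or medium – DMEM supplemented with 5-aza-dC as sensitizing agent · Dosing – one concentration, pinned · Benchmarks – positive control ellipticine, 6 µM final · Times – 3 days compound exposure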
INS-1E GSIS act = GLuc luminescence reporter in INS-1E cells, primary screen for activators of glucose-dependent secretion of insulin | INS-1E GLuc reporter insulin secretion, 2-3 h | activation, % at 16.6 µM | 370,000 compounds, 0.61% hits;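 active = lowest replicate activation of at least 40%, so every replicate reaches that level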;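 also: 0% = median of neutral control wells and 100% = median of IBMX positive control wells; some compounds called inactive have numbers as strong as hits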
ARNT-TACC3 inh = disruptors of human ARNT/TACC3 interaction; Q9Y6A5; AlphaScreen His-ARNT PAS-B/GST-TACC3 binding, luminescence; TACC3 fragment carries E629A point mutation; inhibition, % at 9.99 µM; 390,000 compounds, 0.66% hits; AID 623870;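 active = mean inhibition of replicates at least 50% and at least half of replicates each reaching 50%; inconclusive = half or more replicates reach 50% but mean below 50%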;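 also: 0% = complete ARNT plus TACC3 wells and 100% = ARNT alone without TACC3; many hits fall short of the cut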
An asterisk follows results filed as active; ? = inconclusive; nt = no result given; & = joins results of further samples.

Start of the data: the first two compounds (preview)
Under each structure: DENV2 CPE	CFTR F508del cor	ERp5 block	PAX8 inh HTS	EWS-Fli block	XiGFP reactiv	INS-1E GSIS act	ARNT-TACC3 inh
1) CCC(CC)c1nnc(NC(=O)[C@@H](NC(=O)c2cccc(C)c2)C(C)C)s1
→ -2	nt	3	-37	0	-0.1	2	-5
2) COc1cccc(NC(=O)C2(S(=O)(=O)c3ccc(Cl)cc3)CC2)c1
→ -2	-1.8	4	-3	-7	-0.1	-6	-5

This part in full, previewed entries included:
Under each structure: DENV2 CPE	CFTR F508del cor	ERp5 block	PAX8 inh HTS	EWS-Fli block	XiGFP reactiv	INS-1E GSIS act	ARNT-TACC3 inh
1) CCC(CC)c1nnc(NC(=O)[C@@H](NC(=O)c2cccc(C)c2)C(C)C)s1
→ -2	nt	3	-37	0	-0.1	2	-5
2) COc1cccc(NC(=O)C2(S(=O)(=O)c3ccc(Cl)cc3)CC2)c1
→ -2	-1.8	4	-3	-7	-0.1	-6	-5
3) O=C(CN1C(=O)/C(=C\c2ccc(F)cc2)Oc2ccccc21)NCc1ccco1
→ nt	nt	nt	19	nt	0.0	45	-1
4) O=C(Cn1nnc(-c2ccc(F)cc2)n1)OCC(=O)c1ccccc1
→ 1	-2.3	-3	31	8	0.0	-5	-3
5) Cc1ccc(C(=O)NNC(=O)C2CCN(c3ncccn3)CC2)cc1
→ 1	-2.4	3	6	-2	0.1	1	3
6) COc1ccc(NC(=O)N(C)C[C@H]2Oc3c(NC(=O)NC(C)C)cccc3C(=O)N([C@@H](C)CO)C[C@H]2C)cc1
→ 3	-2.8	2	3	-11	-1.0	15	-14
7) Cn1c(C(O)C(O)c2ccccc2)nc2ccccc21 (stereo not drawn)
→ 1	0.7	-7	3	-5	0.3	8	nt
8) CCc1cc(CC)c(/C=N/NC(N)=O)c(CC)c1/C=N/NC(N)=O
→ 3	3.7	-3	-15	29	0.0	28	-6
9) CC1(C)Cc2nc(Cl)c(C(=O)O)cc2CO1
→ -4	1.5	1	0	6	0.2	2	nt
10) O=C(CCN1C(=O)/C(=C/c2ccccc2)SC1=S)NCCCN1CCOCC1
→ 3	-0.8	5	-2	-17	0.1	-6	13
11) CO[C@@H](CN(C)Cc1cc(F)ccc1F)[C@H](C)CN([C@@H](C)CO)S(=O)(=O)c1ccc(F)cc1
→ 3	-2.8	0	4	-5	0.0	10	3
12) Cc1ncc(CN2CCCC(C(=O)Nc3ccc(-c4cccc(F)c4)cc3)C2)n1C (stereo not drawn)
→ -1	-1.2	1	-13	nt	0.4	14	5
13) COc1ccc(S(=O)(=O)Nc2cccc3c2O[C@H](CN(C)Cc2ccc(Oc4ccccc4)cc2)[C@H](C)CN([C@H](C)CO)C3=O)cc1
→ -1	-1.0	2	nt	12	0.1	-10	6
14) CCCCN1C(=O)NC(c2cccc([N+](=O)[O-])c2)C(C(=O)OCC)=C1C (stereo not drawn)
→ 4	-2.1	2	-9	-2	0.0	-17	3
15) CO[C@@H]1CC[C@@H]2CCOc3ccc(C#N)cc3C(=O)N(C)[C@H](C)C(=O)N(C)C[C@H]1O2
→ 7	nt	9	-5	2	0.3	12	20
16) C[C@H]1CN([C@@H](C)CO)S(=O)(=O)c2ccc(-c3ccccc3)cc2O[C@@H]1CN(C)C(=O)C1CCCCC1
→ -10	1.5	-4	nt	14	0.7	-26	10
17) CCc1cc(C(=O)N(CC)CC(=O)Nc2ccc(OC)cc2)sc1C
→ ?	2.5	0	-8	-10	0.1	-8	nt
18) O=C(Cc1ccccn1)N1CC(=O)N2[C@H](CO)[C@H](c3ccc(C#CCC4CCCC4)cc3)[C@@H]2C1
→ 3	7.1	7	0	-3	0.1	-15	nt
19) CN1c2ccc(-c3ccc(C#N)cc3)cc2[C@H]2[C@H](CCN2C(=O)c2cccc(F)c2)[C@@H]1CO
→ 1	2.0	-2	-9	3	0.0	-6	-46
20) O=C(NCCN1CCOCC1)/C(=C/c1ccc(F)cc1)NC(=O)c1ccccc1
→ 8	-2.5	2	-8	3	0.2	8	nt
21) O=C(OCc1c(-c2ccccc2)ncc2ccccc12)c1cccc(Br)c1
→ 3	0.8	6	-14	-17	-0.2	7	-17
22) CC(=O)N1CCN(c2cc(-c3ccccc3)nc3cc(-c4cccc(Cl)c4)nn23)CC1
→ 7	-1.6	1	3	19	0.0	-8	nt
23) CC(=O)c1c(C)[nH]c(C(=O)CSc2nnc(C)s2)c1C
→ 8	1.4	-6	-39	-37	0.1	-22	nt
24) Cc1ccc2[nH]c3c(c2c1)CN(C(C)C)CC3
→ 20	2.2	0	-14	8	0.4	-2	12
25) N=c1c(C(=O)NC2CCCCC2)cc2c(=O)n3ccccc3nc2n1CCc1ccccc1
→ -2	0.6	-4	15	-14	0.6	12	-2
26) C[C@@H]1CN([C@H](C)CO)C(=O)c2cc(C#Cc3ccccc3F)cnc2O[C@@H]1CN(C)C(=O)Cc1ccncc1
→ -7	-4.0	0	17	-6	-0.1	7	-1
27) O=C(Nc1ccc(F)cc1)N1C[C@H]2[C@@H](c3ccccc31)[C@@H](CO)N2C(=O)c1ccccc1
→ 9	-2.0	-3	-9	-2	0.0	-2	1
28) O=C(O)/C(=C\c1cccs1)Sc1nnc(-c2ccc(F)cc2)o1
→ 4	0.3	1	0	13	-0.1	-11	-11
29) CCOC(=O)C1=NNC2(CC(=O)N(c3cccc(C)c3)C2=O)C1 (stereo not drawn)
→ -2	3.1	6	-15	5	0.2	-2	25
30) CC(=O)Nc1ccc(CN2CCN(C3CCCCC3)C(CCO)C2)cc1 (stereo not drawn)
→ 4	-1.3	-3	-7	-1	0.9	3	-2
31) C[C@H]1CN([C@@H](C)CO)C(=O)c2cccc(NC(=O)CCCCCC(=O)Nc3ccccc3N)c2O[C@@H]1CN(C)C(=O)Nc1ccc2c(c1)OCO2
→ -2	0.2	12	7	nt	-0.9	-10	nt
32) COc1ccc(NC(=O)N(C)C[C@@H]2OCCCC[C@@H](C)Oc3ccc(NC(=O)NC(C)C)cc3C(=O)N([C@@H](C)CO)C[C@H]2C)cc1
→ 1	0.5	2	6	-2	0.2	-5	-6
33) CN1C(=O)c2cc(NS(=O)(=O)c3ccccc3F)ccc2OC[C@@H]2O[C@@H](CC(=O)NC3Cc4ccccc4C3)CC[C@@H]21
→ 12	nt	-2	37	-2	0.0	-6	-5
34) Cc1sc[n+](CC(=O)c2ccc(Br)cc2)c1C
→ -1	-1.5	2	1	nt	0.1	6	1
35) CC(C)Oc1ccc(S(=O)(=O)N2CCOCC2)cc1NC(=O)C1CCCC1
→ -5	-0.2	-2	-17	9	0.4	-7	nt
36) CC(C)NC(=O)Nc1cccc2c1O[C@H](CN(C)S(=O)(=O)c1ccc(Cl)cc1)[C@H](C)CN([C@@H](C)CO)C2=O
→ 12	1.4	-2	8	-1	0.0	-2	-2
37) N#C/C(=C\c1c(N2CCC(C(N)=O)CC2)nc2ccccn2c1=O)S(=O)(=O)c1ccc(Cl)cc1
→ -3	-0.2	-2	-4	4	0.1	-12	-1
38) CNCc1ccccc1OCc1ccc(F)cc1
→ -1	nt	0	12	4	0.3	16	nt
39) Cc1cccc(CN2C[C@]34CC[C@@H](C[C@@H]3S2(=O)=O)O4)c1
→ nt	-0.7	nt	-52	-3	0.1	10	-2
40) O=S(=O)(c1ccccc1)N1[C@@H]2CNC[C@H]1C2c1ccc(-c2ccccc2)cc1 (stereo partly drawn)
→ 68*	0.1	4	nt	nt	0.0&0.0	-18&-22	nt

Complete entries, quoted from the list. Values in the order: DENV2 CPE	CFTR F508del cor	ERp5 block	PAX8 inh HTS	EWS-Fli block	XiGFP reactiv	INS-1E GSIS act	ARNT-TACC3 inh
CNCc1ccccc1OCc1ccc(F)cc1 as listed: -1	nt	0	12	4	0.3	16	nt
C[C@@H]1CN([C@H](C)CO)C(=O)c2cc(C#Cc3ccccc3F)cnc2O[C@@H]1CN(C)C(=O)Cc1ccncc1 as listed: -7	-4.0	0	17	-6	-0.1	7	-1
CC(C)NC(=O)Nc1cccc2c1O[C@H](CN(C)S(=O)(=O)c1ccc(Cl)cc1)[C@H](C)CN([C@@H](C)CO)C2=O as listed: 12	1.4	-2	8	-1	0.0	-2	-2
N#C/C(=C\c1c(N2CCC(C(N)=O)CC2)nc2ccccn2c1=O)S(=O)(=O)c1ccc(Cl)cc1 as listed: -3	-0.2	-2	-4	4	0.1	-12	-1

Next part
Under each structure: DENV2 CPE	CFTR F508del cor	ERp5 block	PAX8 inh HTS	EWS-Fli block	XiGFP reactiv	INS-1E GSIS act	ARNT-TACC3 inh
41) CCN(CCCNC(=O)Cn1ncc2c(=O)oc3ccccc3c21)c1cccc(C)c1
→ -20	0.1	-1	5	13	0.0	-29	-11
42) Cc1nc(Cl)sc1C(=O)Nc1cccc(Cl)c1
→ -3	-1.1	2	7	7	0.0	-9	5
43) O=C1NC[C@@H](CCCCN2CCN(CC3CCCCC3)C(=O)C2=O)N(CCC2CCCCC2)C1=O
→ 8	0.1	2	12	0	0.0	-8	nt
44) COC(=O)C[C@@H]1CC[C@@H]2[C@H](COC[C@H](O)CN2S(=O)(=O)c2ccccc2OC)O1
→ -2	-2.0	nt	-11	9	0.2	10	2
45) Cc1ccc(S(=O)(=O)/N=C2\C=C(NS(=O)(=O)c3ccc(C)cc3)C(=O)c3ccccc32)cc1
→ -6	-2.0	-2	-1	-34	0.0	2	nt
46) NC(=S)Cc1nc(-c2ccccc2)cs1
→ -2	nt	-3	7	-1	-0.3	nt	-16
47) CN1C(=O)c2cc(NC(=O)c3ccc(F)cc3)ccc2OC[C@H]2O[C@@H](CC(=O)O)CC[C@H]21
→ -6	-1.6	6	16	0	1.0	9	-12
48) COc1ccc(OC)c(C2(O)CSC(=Nc3cccnc3)N2Cc2ccco2)c1 (stereo not drawn)
→ 0	-1.6	-1	13	-2	-0.1	nt	12
49) COc1ccc(N(CC(=O)NCCSC2CCCCC2)S(=O)(=O)c2ccc(C)cc2)cc1
→ 0	0.2	0	nt	12	0.0	nt	5
50) Nn1cnnc1N/N=C/c1ccc(Cl)c([N+](=O)[O-])c1
→ nt	-8.5	4	12	21	0.0	-13	19
51) COc1ccc(NC(=O)N(C)C[C@H]2Oc3c(NS(=O)(=O)c4cccs4)cccc3C(=O)N([C@@H](C)CO)C[C@@H]2C)cc1
→ 17	-1.2&-2.2	-1&1	-11	1&6	-0.1&0.0	10	-7&4
52) O=C1CN(S(=O)(=O)c2cccc(F)c2)C[C@@H]2[C@H](c3ccc(-c4ccccc4)cc3)[C@H](CO)N12
→ -5	0.3	8	17	-9	0.0	5	nt
53) Cn1c(COc2ccc([N+](=O)[O-])cc2)nnc1SCC(N)=O
→ 0	-0.2	2	25	5	-0.1	15	-17
54) COc1ccc(/C=C2\Sc3ccc(C(=O)NCCCN4CCCC4)cc3N(C)C2=O)cc1OC
→ -1	4.3	-4	-11	8	0.0	5	22
55) CCOC(=O)C1=CN(Cc2cccc(Br)c2)S(=O)(=O)N(CC)C1C (stereo not drawn)
→ -15	1.4	-2	-1	-2	0.0	-14	-2

DENV2 CPE, entries above that show a hit
cpd	SMILES	DENV2 CPE	CFTR F508del cor	ERp5 block	INS-1E GSIS act	ARNT-TACC3 inh
40	O=S(=O)(c1ccccc1)N1[C@@H]2CNC[C@H]1C2c1ccc(-c2ccccc2)cc1 (stereo partly drawn)	68*	0.1	4	-18&-22	nt

Screens from PubChem.
